ssDAF12 agonist = activators of S. stercoralis DAF-12 nuclear receptor; HEK293 ssDAF-12/GRIP1 lit1-tk-luc reporter, luminescence; % of 3 µM dafachronic acid response; activation, % at 6.8 µM; 1% of 370,000 active;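 active = activation above the mean over all tested compounds plus 3 SD, cut at about 0.9% in these data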;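 also: 0% = DMSO-only wells and 100% = 3 µM delta7-dafachronic acid wells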
HGIII-sPLA2 inh = Inhibits HGIII-sPLA2 liposome hydrolysis, primary screen; Q9NZ20; QFRET BODIPY PC-A2 liposome hydrolysis, fluorescence; inhibition, % at 12.2 µM; 0.56% of 370,000 active; AID 743126;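 active = inhibition above mean plus 3 SD of compounds lying within the high and low control bounds, cut at about 19% in these data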;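 also: 0% = median of test compound wells and 100% = no enzyme DMSO wells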
hcDAF12 agonist = H. contortus DAF-12 activation, primary screen | HEK293 hcDAF-12 lit1-tk-luc reporter, luminescence; 0% DMSO, 100% Δ7-dafachronic acid | activation, % at 6.8 µM | 1.4% of 370,000 active | AID 652067;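 active = activation above the mean of all tested compounds plus 3 SD, cut at about 5.5% in these data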;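 also: 100% = response to 3 µM Δ7-dafachronic acid high control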
PLCb3 inh = inhibitors of human phospholipase C beta3 | Q01970 | Purified PLC-beta3, fluorogenic substrate, fluorescence | inhibition, % at 12.2 µM | 0.18% of 370,000 active; in the data active = inhibition above about 11%;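 also: 0% = median of compound wells on plate and 100% = full blocker control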
DAX1 inh-1 = blocks DAX1 repression of SF-1 activated StAR promoter; inhibition, % at 6.8 µM; AID 652010; HEK293T StAR-luciferase reporter, SF-1/DAX-1 repression relief; 1.1% of 370,000 active;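 active = inhibition above the mean over all tested compounds plus 3 SD, cut at about 3.6% in these data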;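 also: 0% = DAX-1 cells with DMSO and 100% = cells lacking DAX-1 with DMSO; higher inhibition means more luminescence from relief of DAX-1 repression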
PG9 binder = binds the HIV-1 gp120 antibody PG9; AID 624416; TR-FRET gp120-PG9 antibody binding; inhibition, % at 6.7 µM; 0.43% of 360,000 active; in the data active = inhibition above about 8.5%
SMARCA2 activ = SMARCA2 function activation, primary screen; MG213 cells, MMTV-luciferase reporter, dexamethasone, overnight; activation, % at 9.1 µM; 1% of 370,000 active; in the data active = activation above about 7.8%;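 also: 0% = vehicle wells and 100% = reference activator wells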
hgDAF-12 ag = hgDAF-12 agonism, primary luciferase screen. HEK293 GAL4-hgDAF12 UAS-luciferase reporter, agonist luminescence; normalized to butyrate control. activation, % at 6.8 µM. 1.8% of 370,000 active;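 active = activation above a cutoff set at the mean of all screened compounds plus 3 SD, cut at about 10% in these data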;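 also: 0% = DMSO wells and 100% = sodium butyrate wells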
DAX1 inh-2 = inhibitors of human orphan nuclear receptor DAX1 (NR0B1); AID 504766; 0.99% of 340,000 active; inhibition, % at 6.75 µM; HEK293 Gal4-DAX1 luciferase reporter, luminescence;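 active = inhibition above the mean over all tested compounds plus 3 SD, cut at about 4.2% in these data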;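 also: 0% = DAX1-transfected cells with DMSO and 100% = empty-vector control cells with DMSO; inhibition shows as a rise in luminescence from relieved DAX1 repression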
Target sequence (P51843 207-470 limits assumed): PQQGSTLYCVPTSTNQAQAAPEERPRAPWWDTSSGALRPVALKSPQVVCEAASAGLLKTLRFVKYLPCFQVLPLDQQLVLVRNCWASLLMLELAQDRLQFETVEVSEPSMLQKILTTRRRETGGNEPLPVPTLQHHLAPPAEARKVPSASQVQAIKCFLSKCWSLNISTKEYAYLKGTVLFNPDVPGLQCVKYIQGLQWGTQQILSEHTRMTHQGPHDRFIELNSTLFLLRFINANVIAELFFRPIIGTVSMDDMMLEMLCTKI
Rev-erbA mod = modulators of human Rev-erb alpha DNA binding. P20393. Rev-erbα–FITC-DNA binding, fluorescence polarization, 90 min. activity, % at 10 µM. 0.79% of 370,000 active. AID 1259318;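 active = activity above about 14%, limit read from the data; passing the limit was not always enough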;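 also: 0% = DMSO wells with 35 nM protein and 100% = DMSO wells with 750 nM protein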
Target sequence (P20393 whole entry, looked up): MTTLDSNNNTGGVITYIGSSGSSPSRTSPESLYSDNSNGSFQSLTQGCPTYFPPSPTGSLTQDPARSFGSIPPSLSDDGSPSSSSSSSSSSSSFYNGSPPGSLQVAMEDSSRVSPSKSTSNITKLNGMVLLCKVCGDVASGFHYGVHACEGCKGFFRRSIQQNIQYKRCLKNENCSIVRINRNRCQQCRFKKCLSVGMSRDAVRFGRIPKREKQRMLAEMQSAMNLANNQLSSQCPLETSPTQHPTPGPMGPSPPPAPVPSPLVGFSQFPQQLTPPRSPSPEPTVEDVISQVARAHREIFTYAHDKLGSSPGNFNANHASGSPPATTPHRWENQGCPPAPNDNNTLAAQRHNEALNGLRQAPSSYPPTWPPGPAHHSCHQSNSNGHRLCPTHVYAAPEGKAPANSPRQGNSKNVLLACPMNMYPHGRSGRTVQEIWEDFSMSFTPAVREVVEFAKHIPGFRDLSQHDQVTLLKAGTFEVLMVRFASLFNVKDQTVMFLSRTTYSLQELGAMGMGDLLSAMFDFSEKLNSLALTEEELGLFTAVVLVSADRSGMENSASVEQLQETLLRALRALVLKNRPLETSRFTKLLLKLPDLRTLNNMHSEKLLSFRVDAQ
GAA850 FXN act = frataxin GAA850 promoter activation | HEK293 lucGAA850 FXN promoter luciferase reporter, 24 h; percent of 10 µM SAHA response | AID 540364 | activation, % at 6 µM | 0.56% of 360,000 active;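 active = activation above the average of all compounds screened plus 3 SD, cutoff fixed separately per campaign, cut at about 7.5% in these data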;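 also: 0% = DMSO wells and 100% = 10 µM SAHA wells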
Numbers without * were called inactive; / = no result given.

SMILES	ssDAF12 agonist	HGIII-sPLA2 inh	hcDAF12 agonist	PLCb3 inh	DAX1 inh-1	PG9 binder	SMARCA2 activ	hgDAF-12 ag	DAX1 inh-2	Rev-erbA mod	GAA850 FXN act
CC1CCN(S(=O)(=O)c2ccc(C(=O)N3CCCCC3C(=O)O)cc2)CC1 (stereo not drawn)	-0.9	7	0.6	-6	0.7	-1.4	-1	2.0	-0.9	3	0.1
O=C(Cc1csc(Nc2nc(=S)[nH]c3ccccc23)n1)NCCCN1CCN(c2ccccc2F)CC1	-1.6	-16	-0.2	-24	1.0	-0.8	15*	-5.3	-1.2	-1	0.2
CCOc1ccc(OCC(=O)OCC(=O)Nc2ccc3[nH]c(=O)[nH]c3c2)cc1	-0.6	4	-0.8	-4	-0.4	-0.7	2	0.1	-0.2	4	-1.5
Nc1[nH]c(C(=O)c2ccccc2)c(-c2ccc(Br)cc2)c1C(=O)NCCCN1CCOCC1	-1.0	4	-0.8	-11	/	/	/	-3.0	/	-4	/
Cc1ccccc1NS(=O)(=O)c1ccc(C(=O)N(C)CC(=O)Nc2ccccc2Br)cc1	-0.6	-17	-1.9	2	-1.4	1.6	1	1.7	0.1	-3	0.1
N#Cc1cccc(NC(=O)c2nc(-c3ccccc3)n(-c3ccccc3)n2)c1	-1.3	-8	-2.4	4	0.0	-2.4	1	1.1	-1.8	-2	-3.0
CCOC(=O)C(C(=O)c1ccccc1)C(c1ccccc1)c1nccc2ccccc12 (stereo not drawn)	-1.1	-14	-0.5	5	0.4	3.1	-3	2.5	-0.8	2	2.3
CCN(CC(=O)Nc1ccc2c(c1)OCCO2)C(=O)COc1ccc(C)cc1	-0.7	9	-2.0	-5	-1.8	-0.6	1	-1.9	-0.4	1	0.4
Cc1nc(SCC(=O)N2CCCCC2)c2c(C)c(C)sc2n1	-1.8	-1	-1.0	-6	0.2	-0.2	2	-0.4	-0.4	3	0.1
CCN(Cc1ccccc1)S(=O)(=O)c1c[nH]c(C(=O)OC)c1	-1.3	-5	-1.1	-2	-0.6	0.3	-1	0.0	3.3	-5	0.5
CCN1/C(=C/c2ccc3cc(C)ccc3[n+]2CC)Sc2ccccc21	-3.2	7	-6.1	-44	-3.1	-16	-7	-12	-4.4	111*	-9.1
CN(C)CCCNC(=O)/C=C/c1ccc(OCc2c(F)cccc2Cl)cc1	-2.3	-8	1.4	-5	0.0	-1.2	-1	-1.5	1.8	-4	1.8
COc1cccc(/C=C/C(=O)Nc2ccccc2N2CCOCC2)c1	-1.9	-8	0.3	-2	-0.1	-0.2	0	-0.4	0.3	-4	1.6
Cc1ccccc1COC(=O)CCC1=NS(=O)(=O)c2ccccc2N1	-0.8	-4	1.2	-3	-0.3	-1.4	0	1.4	1.1	-6	0.7
COCc1ccc(C(=O)NC2CCCc3c2cnn3-c2cc(C)cc(C)c2)s1 (stereo not drawn)	-1.2	-5	-1.6	-8	-0.4	-1.2	-4	-2.3	-1.2	0	1.9
CCOC(=O)C1CCN(C(=O)Cn2cc(C(=O)OC)c3ccccc32)CC1	-1.9	4	-0.4	-5	-0.7	-3.0	-2	-0.4	0.4	4	0.1
O=[N+]([O-])c1ccc(C(=S)N2CCN(Cc3ccccc3)CC2)cc1	-1.2	11	-0.3	3	-0.3	-0.1	-1	0.3	-0.1	3	0.6
FC(F)(F)c1cnc(-c2cnc(-c3cccnc3)nc2)c(Cl)c1	-0.6	2	-0.3	2	0.0	-3.7	1	3.4	-0.9	-4	1.6
Cc1oc2c(cc(NS(=O)(=O)c3ccc4c5c(cccc35)C(=O)N4)c3ccccc32)c1C(=O)OC(C)C	-0.1	-37	0.3	-243	0.2	1.6	-3	0.1	2.2	2	4.1
CN(C(=O)CSc1nc2ccc([N+](=O)[O-])cc2s1)C1CCS(=O)(=O)C1 (stereo not drawn)	0.4	-4	0.9	-8	-1.0	-2.8	-3	1.3	1.2	10	-1.2
CC(/C=N/n1c(COc2ccccc2)n[nH]c1=S)=C\c1ccco1	-0.9	19	-1.3	-9	-0.4	2.7	1	-1.4	-0.4	1	0.5
O=C(Cc1ncc(C(F)(F)F)cc1Cl)NC1CC1	-1.0	-6	-0.3	-2	-1.1	-0.2	-1	-0.9	1.9	2	-0.3
COc1nc(NC2OC(CO)C(O)C(O)C2O)c(N)c(=O)[nH]1 (stereo not drawn)	-0.6	0	2.7	-59	1.4	0.0	-3	-1.8	0.6	7	-0.2
Cc1ccc2oc(=O)cc(CN3CCN(C/C=C/c4ccccc4)CC3)c2c1	-1.5	-8	-2.5	-10	-0.4	1.6	-1	0.9	0.2	-6	-0.7
COc1ccc2c(CC(=O)OCC(=O)c3ccc(F)cc3)coc2c1	-0.1	-6	1.3	-9	-0.3	3.9	-4	-0.6	-1.4	1	1.4
More results
SMILES	ssDAF12 agonist	HGIII-sPLA2 inh	hcDAF12 agonist	PLCb3 inh	DAX1 inh-1	PG9 binder	SMARCA2 activ	hgDAF-12 ag	DAX1 inh-2	Rev-erbA mod	GAA850 FXN act
Cc1c(NC(=O)/C(=C/c2cccs2)NC(=O)c2ccccc2)c(=O)n(-c2ccccc2)n1C	-1.1	2	-0.8	5	0.2	-2.5	6	-0.7	0.3	3	0.8
CCN(CC)C(=O)[C@H]1CC(CC(=O)NCCC2=CCCCC2)C(=O)N2CCc3c([nH]c4ccc(OC)cc34)[C@]12C (stereo partly drawn)	-1.2	-7	-0.5	2	-0.3	-1.1	-3	2.9	0.4	4	-1.8
CCOC(=O)c1cnc(SCC(=O)c2ccc3c(c2)OCCO3)nc1N	-1.0	-24	1.2	-4	0.4	-1.8	1	3.8	-0.5	2	0.7
COc1ccccc1Oc1ccc(N2CC(C(=O)OCC(=O)c3ccc(F)cc3)CC2=O)cc1 (stereo not drawn)	-0.5	-23	-0.9	-6	0.9	0.1	-2	-1.6	0.0	8	-0.2
CCC1=NN(C(=O)c2ccccc2Br)C(O)(c2ccc(Br)cc2)C1 (stereo not drawn)	-0.7	5	-0.3	1	-0.4	0.4	-1	0.8	-2.8	-3	0.4
CNC(=O)c1c(NC(=O)c2ccc(S(=O)(=O)N3CC(C)OC(C)C3)cc2)sc2c1CCN(C(C)C)C2 (stereo not drawn)	-0.7	-10	-1.1	-122	2.4	-3.9	0	3.0	0.4	-7	2.0
O=C(CSc1ccccc1)Nc1cccc(NC(=O)c2ccco2)c1	-0.9	-4	-0.4	-1	-0.4	0.4	0	-0.2	0.2	2	2.2
CCN(CC)CCNC(=O)c1ccc(NC(=O)c2ccc(Cl)c(S(=O)(=O)N3CCCCCC3)c2)cc1	-2.0	-14	-2.5	-8	-0.5	1.2	-2	-2.8	-2.9	-3	-0.9
COc1cccc(C(C)(O)c2nc(-c3cccc4cccnc34)cs2)c1 (stereo not drawn)	-1.6	-26	-2.2	-18	0.1	-0.3	-4	-2.2	/	-3	-2.2
Cc1ccc(C(C)n2cc(C(=O)NCCN3CCN(C)CC3)nn2)cc1 (stereo not drawn)	-0.6	9	-0.3	3	-0.8	1.0	-1	0.0	0.5	5	0.8
CCOc1ccc(C2C(=O)N(C3CCCCC3)CC(=O)N2CC2CCCO2)cc1OC (stereo not drawn)	-0.7	3	-0.5	4	-0.4	0.0	0	-2.1	-0.3	-1	-4.0
Cc1cc2oc3c(c(=O)c2cc1C)C(c1ccc(C(C)C)cc1)N(CCCN1CCOCC1)C3=O (stereo not drawn)	-1.4	-21	-2.5	-18	-0.3	-2.4	1	2.0	-0.4	0	-0.3
O=C(COC(=O)c1ccco1)NCCNC(=O)COC(=O)c1ccco1	-0.9	-3	-0.8	-6	-0.4	-3.7	2	0.2	0.0	0	1.0
COC(=O)c1cc(NC(=O)c2cc3ccccc3o2)cc(C(=O)OC)c1	0.7	-2	2.6	-2	0.3	-1.2	1	-0.8	0.4	4	1.6
COc1ccc(N2C(=NC(=O)C3CCCCC3)SC3CS(=O)(=O)CC32)cc1Cl (stereo not drawn)	-1.0	-7	-0.8	-1	0.0	-0.4	-3	-0.1	0.1	1	1.1
Cc1nn(Cc2noc(C(=O)NCc3ccccn3)n2)c(C)c1Br	-1.1	3	0.9	0	1.4	1.5	-3	0.5	0.4	-6	0.1
COc1ccc(C(OC(=O)c2ccco2)C(=O)NC2CCCC2)cc1OC (stereo not drawn)	-0.9	-2	0.1	0	0.2	-2.5	-1	-1.5	-0.6	0	1.1
CC(C)CC(NC(=O)c1ccc(C#CC(C)(C)O)s1)C(=O)O (stereo not drawn)	-1.2	3	-1.6	-1	-0.2	-1.7	-3	-3.5	-0.7	-4	2.1
CC(=O)C(Cc1ccccc1)NC(=O)COC(=O)c1ccc(-n2cnnn2)cc1 (stereo not drawn)	-0.5	2	-0.4	0	-0.3	2.8	-2	4.0	0.1	0	-1.2

Ordered by molecular weight (falling): some entries from above
SMILES	ssDAF12 agonist	HGIII-sPLA2 inh	hcDAF12 agonist	PLCb3 inh	DAX1 inh-1	PG9 binder	SMARCA2 activ	hgDAF-12 ag	DAX1 inh-2	Rev-erbA mod	GAA850 FXN act
CCN(CC)C(=O)[C@H]1CC(CC(=O)NCCC2=CCCCC2)C(=O)N2CCc3c([nH]c4ccc(OC)cc34)[C@]12C (stereo partly drawn)	-1.2	-7	-0.5	2	-0.3	-1.1	-3	2.9	0.4	4	-1.8
CCC1=NN(C(=O)c2ccccc2Br)C(O)(c2ccc(Br)cc2)C1 (stereo not drawn)	-0.7	5	-0.3	1	-0.4	0.4	-1	0.8	-2.8	-3	0.4
COc1ccc(N2C(=NC(=O)C3CCCCC3)SC3CS(=O)(=O)CC32)cc1Cl (stereo not drawn)	-1.0	-7	-0.8	-1	0.0	-0.4	-3	-0.1	0.1	1	1.1
CCOc1ccc(C2C(=O)N(C3CCCCC3)CC(=O)N2CC2CCCO2)cc1OC (stereo not drawn)	-0.7	3	-0.5	4	-0.4	0.0	0	-2.1	-0.3	-1	-4.0
Cc1nn(Cc2noc(C(=O)NCc3ccccn3)n2)c(C)c1Br	-1.1	3	0.9	0	1.4	1.5	-3	0.5	0.4	-6	0.1
Cc1ccc(C(C)n2cc(C(=O)NCCN3CCN(C)CC3)nn2)cc1 (stereo not drawn)	-0.6	9	-0.3	3	-0.8	1.0	-1	0.0	0.5	5	0.8
COC(=O)c1cc(NC(=O)c2cc3ccccc3o2)cc(C(=O)OC)c1	0.7	-2	2.6	-2	0.3	-1.2	1	-0.8	0.4	4	1.6
O=C(CSc1ccccc1)Nc1cccc(NC(=O)c2ccco2)c1	-0.9	-4	-0.4	-1	-0.4	0.4	0	-0.2	0.2	2	2.2
CC(C)CC(NC(=O)c1ccc(C#CC(C)(C)O)s1)C(=O)O (stereo not drawn)	-1.2	3	-1.6	-1	-0.2	-1.7	-3	-3.5	-0.7	-4	2.1
